# NR2E3 ag-1 = NR2E3 (human) agonism; Q9Y5X4; GST-NR2E3/biotin-RetCOR TR-FRET, 1536-well; inhibition of corepressor binding, % at 4.78 µM; 320,000 compounds, 0.12% hits; AID 2300;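 active = percent inhibition above the cutoff of mean plus 3 SD of all tested compounds, set per screening campaign, cut at about 20% in these data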;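 also: 0% = DMSO wells and 100% = biotin wells as full block of FRET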
# Target sequence (Q9Y5X4 whole entry, looked up): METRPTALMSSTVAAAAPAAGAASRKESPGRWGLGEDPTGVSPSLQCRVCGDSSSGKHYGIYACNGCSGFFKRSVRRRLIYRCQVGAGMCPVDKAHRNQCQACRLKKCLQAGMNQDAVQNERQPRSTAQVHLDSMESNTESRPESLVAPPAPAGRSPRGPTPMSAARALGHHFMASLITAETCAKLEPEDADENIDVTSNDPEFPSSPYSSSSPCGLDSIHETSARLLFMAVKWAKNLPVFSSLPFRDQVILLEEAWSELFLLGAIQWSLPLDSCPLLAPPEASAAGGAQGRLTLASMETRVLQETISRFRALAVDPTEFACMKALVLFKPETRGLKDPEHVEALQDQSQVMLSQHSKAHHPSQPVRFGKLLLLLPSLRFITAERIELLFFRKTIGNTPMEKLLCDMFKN
#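 Material: NR2E3–RetCOR corepressor complex | Quantity: 1.35 nM GST-tagged NR2E3 final | Schedule: 5 h at 4 °C | Replication: Singlicate compound wells | Reagent: RetCOR corepressor, biotinylated, 7 nM | Controls: Biotin wells as high control, 0.6% DMSO wells as low control | Signal: TR-FRET, Eu(K)-anti-GST donor, streptavidin-D2 acceptor, ex 340, em 617/671 nm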
# MITF TRPM1 inh = reduces MITF-dependent TRPM1 promoter luciferase signal; SK-MEL-5 TRPM1 promoter luciferase, 24 h; inhibition, % at 12.5 µM; 330,000 compounds, 0.83% hits;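 active = mean inhibition across replicates of 60% or more, whatever share of single replicates reaches that level; inconclusive = some that reach 60%, reason not given; inactive = mean inhibition across replicates below 60%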; also: values of inactives mirror those of a sister screen read the other way
# NR2E3 ag-2 = human photoreceptor-specific nuclear receptor agonism | 360,000 compounds, 0.35% hits | inhibition of corepressor binding, % at 3.98 µM | CHO-S Gal4-NCOR/VP16-NR2E3 two-hybrid, luciferase | Q9Y5X4 | AID 602229;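 active = inhibition above the mean of all tested compounds plus 3 SD, cut at about 70% in these data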;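 also: 0% = DMSO with NR2E3 transfected cells and 100% = cells lacking NR2E3 construct; higher means lower luciferase signal from less NR2E3 corepressor binding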
# PDI inh = inhibitors of human protein disulfide isomerase | PDI insulin aggregation turbidity, A650, 90 min | 350,000 compounds, 0.052% hits | P07237 | inhibition, % at 10 µM;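 active = mean inhibition across replicates of 30% or more, whatever share of single replicates reach that level; inconclusive = mean inhibition below 30% while every single replicate reaches 30%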;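 also: absorbance from insulin aggregation driven by PDI reduction with DTT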
# Target sequence (P07237 whole entry, looked up): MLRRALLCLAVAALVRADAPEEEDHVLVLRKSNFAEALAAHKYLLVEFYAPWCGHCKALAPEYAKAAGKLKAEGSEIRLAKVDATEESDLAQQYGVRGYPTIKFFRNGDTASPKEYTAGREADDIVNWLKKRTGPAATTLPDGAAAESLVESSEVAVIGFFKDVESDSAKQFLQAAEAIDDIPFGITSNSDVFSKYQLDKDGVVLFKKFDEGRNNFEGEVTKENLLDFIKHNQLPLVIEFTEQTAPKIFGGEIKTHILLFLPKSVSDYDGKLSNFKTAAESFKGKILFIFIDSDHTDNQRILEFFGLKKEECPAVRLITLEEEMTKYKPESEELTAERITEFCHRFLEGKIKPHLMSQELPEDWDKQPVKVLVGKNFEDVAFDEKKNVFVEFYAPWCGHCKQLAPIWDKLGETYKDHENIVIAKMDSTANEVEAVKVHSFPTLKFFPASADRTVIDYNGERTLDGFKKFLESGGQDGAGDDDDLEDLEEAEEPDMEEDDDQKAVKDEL
# Vif inh = inhibitors of HIV Vif; HEK293T cells, Vif self-association by quenched fluorescence, imaging, 24 h; inhibition, % at 7.49 µM; 340,000 compounds, 0.35% hits; in the data active = inhibition above about 50%, passing the limit was not always enough; inconclusive = no clear call, values can overlap the other calls; inactive = below about 31%; also: some results filed as inactive read as strong as hits
# Peg3 prom inh = reduces Peg3 promoter-driven luciferase expression in HeLa; HeLa PEG-Prom luciferase reporter, luminescence, overnight; inhibition, % at 20 µM; 360,000 compounds, 1.7% hits; AID 588405;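 active = inhibition of at least 50% at 20 µM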
# HIF-2a block = HIF-2a inhibition. inhibition, % at 18.8 µM. AID 624352. 360,000 compounds, 0.72% hits. 786-0 RCC cells HIF-2a reporter, luciferase luminescence, overnight;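 active = inhibition of the luminescence signal of 40% or more relative to plate controls, in a single-dose primary screen at 18.75 µM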
# Exocytosis inh = blocks lytic granule exocytosis; TALL-104 LAMP-1 surface exposure, flow cytometry; cells stimulated with thapsigargin and PMA; inhibition, % at 10 µM; 360,000 compounds, 0.66% hits; AID 651702;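 active = inhibition above about 55%, limit read from the data; inconclusive = no clear call, values can overlap the other calls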
# CaV13 ICDI inh = Disruptors of the CACNA1D IQ motif to Ca2+-dependent inactivation inhibitor domain association, primary screening, Förster resonance energy transfer in intact living …; AID 743397; inhibition, % at 12.3 µM; HEK cells, CFP/YFP FRET ICDI-IQ, plate reader, 10 min; percent FRET-ratio fall versus neutral wells; 340,000 compounds, 0.098% hits;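 active = mean replicate inhibition of at least 30% and at least 1% of replicates passing that level; inconclusive = only one of the two criteria is met; inactive = neither criterion is met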;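 also: 0% = median of the neutral control wells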
# iPSC survival up = enhancers of human iPSC single-cell survival | 360,000 compounds, 0.044% hits | hiPSC single-cell survival, ATPlite luminescence; 100% = ROCK inhibitor wells, 0% = DMSO | survival enhancement, % at 20 µM; in the data active = survival enhancement above about 18%;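 also: cells exposed to compounds for 16 hours before the ATP read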
# aDG glyco act = increases alpha dystroglycan glycosylation | Pro5-aDG cells, alpha-DG glycosylation AlphaScreen (IIH6); 0% Pro5, 100% B10-LARGE cell signal | activation, % at 10 µM | 360,000 compounds, 0.22% hits | AID 624168;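 active = activation of at least 8% versus controls, or a plate z-score of at least 8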;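 also: Pro5 are CHO cells carrying HIG-tagged alpha-DG that lacks glycosylation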
# * hit, by the source's call; ? = inconclusive; . = not tested or not shown. Rows are unselected. Share with any hit: about 3.5%.
Compound	NR2E3 ag-1	MITF TRPM1 inh	NR2E3 ag-2	PDI inh	Vif inh	Peg3 prom inh	HIF-2a block	Exocytosis inh	CaV13 ICDI inh	iPSC survival up	aDG glyco act
N/C(=N\N=C\c1cccs1)SC1CC(=O)N(c2ccc(Br)cc2)C1=O (stereo not given)	4	-4	0	-2	-18	22	9	1	-6	0.0	0.0
CCCc1nc2ccc(NC(C)=O)cc2c(=O)n1Cc1ccc(Cl)cc1	1	-81	-66	-3	-3	-264	-263	8	-5	-3.3	-0.2
CS(=O)(=O)c1ccc(N)c(SSc2cc(S(C)(=O)=O)ccc2N)c1	-9	6	-102	3	-2	-12	-24	0	-9	-2.1	-0.1
COc1ccc(N=Cc2[nH]c3ccccc3c2O)cc1	-1	2	-17	-1	4	-95	-114	-3	-5	-2.9	0.4
COc1ccccc1C1CC(=O)Oc2ccc(C(C)(C)C)cc21 (stereo not given)	.	-2	-20	-8	-1	-3	11	9	-5	1.9	-0.1
CCC(C)(C)n1nnnc1C(c1cccs1)N1CCCCC1 (stereo not given)	-1	4	0	1	25	3	6	-9	1	-0.8	-0.3
Cc1cc(C)nc(NNC2=CC(=[N+]3CCCCC3)CC(C)(C)C2)n1	1	13	5	0	6	5	12	-2	9	0.4	-0.1
Cc1cccc(NC(=O)CSc2nc3ccccc3nc2N2CCCC2)c1C	1	.	0	.	.	16	3	0	-3	1.1	-0.1
COc1cccc(CN2CC(C(=O)NCc3cnn(C)c3)CCC2=O)c1 (stereo not given)	0	2	-11	2	.	5	-5	-2	-6	-0.5	0.0
COc1ccc(C(=O)OCC(=O)c2c[nH]c3ccccc23)c(OC)c1	.	-67	-111	4	-6	-174	-204	11	-5	0.2	0.0
Cc1cccc(NC(=S)NCc2ccc(F)cc2)c1	2	11	-11	-14	-2	-24	-3	-2	-19	-0.4	0.0
CC(=O)c1ccc(NC(=O)c2ccc(CSc3ccccc3)o2)cc1	0	-15	-25	-3	-1	-41	-76	-1	7	4.8	0.6
CC1CCN(C(C(=O)Nc2ccc3c(c2)OCO3)c2ccccc2)CC1 (stereo not given)	1	5	-11	17	0	5	5	-6	-7	1.2	0.1
CCn1c(CSCc2ccc(C)cc2)nnc1SCC(=O)NCc1ccccc1	2	-9	9	2	-54	6	9	-6	.	-2.9	0.1
Cc1cc(=O)n(CC(=O)NC2CC2)c2c1c(C)nn2-c1ccccc1	3	-17	17	-1	5	7	4	-8	.	3.5	-0.1
CCCN(CC(=O)Nc1ccccc1C)C(=O)c1ccc(N2CCCC2)c([N+](=O)[O-])c1	-3	0	-26	9	7	-15	-18	14	-6	0.9	-0.2
COc1ccccc1/C=C(/NC(=O)c1ccccc1)C(=O)NCCCn1ccnc1	0	0	-3	2	4	18	0	-3	-6	-0.4	0.3
Cc1oc2ccc(NS(=O)(=O)c3ccc(C(C)(C)C)cc3)cc2c1C(=O)Nc1ccccc1	0	7	-38	-5	1	14	10	10	-4	-0.5	0.8
CCOC(=O)N1CCN(S(=O)(=O)c2ccc3[nH]c(=O)sc3c2)CC1	0	7	5	-4	0	2	0	2	-3	-0.6	-0.1
Cn1c(=O)n(C)c2cc(S(=O)(=O)Nc3ccccc3C(=O)O)ccc21	-1	-5	-20	2	-3	7	23	-7	-1	0.0	0.0
CCN(CC)C(=O)C1=C(C)NC(=O)NC1c1c(F)cccc1Cl (stereo not given)	-1	6	-2	1	11	20	15	-2	-5	-2.5	0.2
O=C(CNC(=O)c1cccc(Br)c1)N/N=C/c1cccnc1	0	7	-20	16	-7	10	-7	-2	-5	-0.5	0.0
CCS(=O)(=O)N1CCC(C(=O)NCc2ccco2)CC1	0	7	2	10	.	10	19	0	-8	-1.7	-0.1
COC(=O)c1ccc(CSc2nc3c(cnn3-c3ccc(C)cc3)c(=O)[nH]2)o1	2	14	1	1	33	22	19	-3	-4	10	-0.2
CC(C(=O)Nc1cc(C(F)(F)F)ccc1N1CCOCC1)N1C(=O)C2CCCCC2C1=O (stereo not given)	2	4	7	5	-2	8	15	0	-5	3.7	0.0

# Additional records follow:
Compound	NR2E3 ag-1	MITF TRPM1 inh	NR2E3 ag-2	PDI inh	Vif inh	Peg3 prom inh	HIF-2a block	Exocytosis inh	CaV13 ICDI inh	iPSC survival up	aDG glyco act
CCN(Cc1ccc(C#CCCO)cc1)CC1CCCN(CCc2cccc(OC)c2)C1 (stereo not given)	-1	9	0	14	7	8	-9	11	-4	-0.2	0.6
COc1ccc(/C=C/C(=O)c2ccoc2)cc1	-2	-26	-43	5	9	-35	-120	-5	-6	0.4	0.1
CC1CCN(C2CCN(S(=O)(=O)c3ccc(F)cc3)CC2)CC1	-2	-4	12	3	-3	17	19	-1	-5	0.6	0.2
COc1cc(OC)cc(N(C(=O)c2ccco2)C(C(=O)NC2CCCC2)c2ccc(N3CCOCC3)cc2)c1 (stereo not given)	3	14	-9	9	8	1	13	18	-3	-0.5	0.1
Cn1nccc1C(=O)Oc1ccc(/C=N/NC(=O)c2ccccc2O)cc1	-3	-1	-22	-2	3	-18	-70	-2	-3	-0.4	0.2
CC(=O)c1cccc(NC(=O)C(C)OC(=O)c2ccc3ncsc3c2)c1 (stereo not given)	4	5	-22	-14	12	11	6	-1	-2	0.0	-0.2
O=C(O)CC(C(=O)O)N1C(=O)/C(=C/C=C/c2ccco2)SC1=S (stereo not given)	39*	6	-45	4	8	-3	15	-2	-5	0.1	0.0
Oc1ccc(Cl)cc1CNCc1ccc(Cl)nc1	0	-14	-19	-2	-3	-31	-27	-5	-10	3.7	-0.2
O[C@@H]1CN(Cc2ccc(-n3cccn3)cc2)CC[C@H]1N1CCN(c2ccccc2F)CC1	3	19	43	-1	-22	0	20	1	-20	0.0	2.1
CC(C)(C)n1nc2c(c1NC(=O)CCCc1ccccc1)CS(=O)C2 (stereo not given)	5	0	16	1	21	-8	11	-4	-6	1.2	0.2
Cc1ccc2cccc(NC(=S)NC(=O)c3ccnn3C)c2n1	0	19	0	0	3	4	-5	0	-4	-1.5	0.6
Cc1ccc(N2C(=O)c3ccc(C(=O)N4CCN(Cc5ccccc5)CC4)cc3C2=O)cc1	1	8	1	5	-3	-3	13	-1	-5	0.6	0.1
CCN(CC(=O)NCc1cccs1)C(=O)CN(C)S(=O)(=O)c1ccc(C)cc1	0	2	6	-8	-5	-7	11	-4	-1	-0.2	0.0
COc1ccc(CNC(=O)CCCn2nc(C)n3ccnc3c2=O)cc1	1	.	9	.	.	13	5	-3	-7	1.4	-0.1
CCN1CCN(C(=O)c2cc(COc3ccc(F)cc3F)on2)[C@@H](C)C1=O	-3	2	13	-9	-5	-7	-28	1	-2	0.0	0.9
CC12C(=O)N(c3ccccn3)C(=O)C1C1C=CC2C1 (stereo not given)	5	-6	8	.	-6	4	13	2	-16	-0.3	0.0
O=C(c1cc(C2CC2)nn1-c1ccccc1)N1CCN(S(=O)(=O)c2ccc(F)cc2)CC1	.	.	5	-2	.	7	4	2	-13	0.1	0.2
CCc1c(O)cc2n(c1=O)-c1ccccc1C2(C)C	-2	-5	-15	5	18	3	1	0	-5	-1.2	0.3
COc1ccc(CCNC(=O)c2cc(S(=O)(=O)N3CCCCC3)c[nH]2)cc1OC	1	.	-9	.	29	8	14	-6	43*	0.4	-0.1
C#CC[N+]1(CC#Cc2ccc(C)cc2)CCCCC1	-2	10	-24	-5	-2	9	18	-2	0	0.4	0.0
COc1ccc(/C=N/N2CCOCC2)cc1Cn1nc(C)c([N+](=O)[O-])c1C	-1	1	-22	-2	-2	6	-12	-8	-15	-0.6	0.2
COc1ccc2c(c1)cc1n2CCN=C1NCCO	4	5	-18	-6	-2	12	16	1	-4	-2.1	0.0
CC(C)c1nc(SCC(=O)N2CCCC2)c2c(=O)n(C)c(=O)n(C)c2n1	1	.	2	.	2	3	8	2	-6	2.7	0.8
CCn1c(CN2CCC(C)CC2)nc2cc(S(=O)(=O)N3CCCCC3)ccc21	.	.	0	-13	-4	9	19	-2	-6	-1.5	0.3
CCCCCc1nc2c(C#N)c(-c3ccc(Cl)cc3)ccn2n1	4	-19	0	-7	1	-24	-57	0	-3	-2.6	1.9

# (next part)
Compound	NR2E3 ag-1	MITF TRPM1 inh	NR2E3 ag-2	PDI inh	Vif inh	Peg3 prom inh	HIF-2a block	Exocytosis inh	CaV13 ICDI inh	iPSC survival up	aDG glyco act
C1CCCCCC2(CCCCC1)OCC(CN1CCOCC1)O2 (stereo not given)	0	9	7	5	1	3	18	1	-3	-0.2	0.1
Cc1ccc(SCCC(=O)Nc2ccccc2C(=O)NC(C)C)cc1	0	10	10	-7	-1	38	-7	0	-4	-1.0	0.0
c1ccc(C(NCCNC(c2ccccc2)c2ccccc2)c2ccccc2)cc1	2	-5	-32	8	-8	26	16	80*	-2	0.6	0.2
COc1ccc(CNC(=O)/C=C/C(=O)O)cc1OC	0	-6	-9	10	-7	12	19	2	-5	-0.7	0.2
O=C(COC(=O)COc1cccc(C(F)(F)F)c1)NC1CCS(=O)(=O)C1 (stereo not given)	1	2	3	1	-2	-16	0	0	-6	0.0	-0.1
COc1ccc(OC)c(NC(=O)C2CCCN(S(=O)(=O)c3c(C)noc3C)C2)c1 (stereo not given)	2	-3	-8	-2	-17	2	20	-2	.	-1.1	-0.1
CCOc1ccc(/C=N/NC(=S)Nc2c(C)cccc2C)cc1	2	0	15	-4	.	27	29	0	-5	-5.0	1.0
CC(C)C1COC(c2cccn2Cc2ccccc2Cl)=N1 (stereo not given)	1	1	4	-9	1	7	7	-3	?	0.3	-0.3
O=C(CSc1nnnn1-c1ccc(O)cc1)Nc1cccc(S(=O)(=O)N2CCCC2)c1	-2	39	37	18	-3	21	20	1	-3	-2.2	-0.7
O=C(O)C1=C(C(=O)O)C2CCC1C2	.	.	1	1	-5	-10	1	-6	-5	-2.2	-0.2
N#CCCN(C(=O)COC(=O)COc1ccccc1Cc1ccccc1)c1ccccc1	0	-11	-26	18	-5	-15	-10	3	-3	-0.3	-0.2
Cc1ccc(F)c(S(=O)(=O)NC(=O)C2(C)CCN2C(=O)c2ccc(C3CCCCC3)cc2)c1 (stereo not given)	.	.	-7	-2	-12	-6	3	0	-5	0.5	0.1
COc1cc2c(cc1O)CC[n+]1cc3c(OC)c(OC)ccc3cc1-2	-6	5	-1	-2	-4	4	4	-1	-4	-5.5	0.1

# Screens from PubChem.
